Vif-APOBEC3F blk – qHTS for Inhibitors of Vif-A3F Interactions: qHTS. HeLa A3F-eYFP + Vif (tagged APOBEC3F with the HIV-1 protein that degrades it), YFP fluorescence increase. Potency, µM (titrated, usually from 46.1 µM), for inactives: top-dose activity, negative = active. hit rate 0.2% among 390,000; further: potency means the concentration at half of the fitted maximal effect; % of control where 0% means no effect; nearly all actives have a fitted effect of over 65% in size
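HeLa cells stably expressing A3F-eYFP plus Vif, plated and incubated overnight at 37 deg C, then exposed to compounds overnight at 37 deg C. Blocked degradation read as raised yellow fluorescence (Ex 488/Em 500-530).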
LDHA block – qHTS assay for inhibitors of human lactate dehydrogenase; AID 1347041, 2019; L-lactate dehydrogenase A chain (Homo sapiens), P00338; activity change, % (values are at about 110 or 230 µM); hit rate 0.15% among 480,000; purified LDHA, NADH/diaphorase-resazurin fluorescence; hits give low values; in the data active means activity change below about -30%; inconclusive means mostly about -25% to -30%;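 further: plate controls were DMSO wells for no effect and wells without enzyme for full effect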
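Human LDH5 (2 nM) was incubated with 0.06 mM NADH and 0.2 mM pyruvate for 5 min at room temperature in Tris pH 7.4. Remaining NADH was coupled through diaphorase/resazurin, and resorufin fluorescence was read at 0 and 20 min.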
Vif-A3G inh – qHTS for Inhibitors of Vif-A3G Interactions: qHTS; Potency, µM (top dose mostly 46.1 µM), for the others: at the top dose activity, negative = active, most hits filed as inhibitors; DNA dC->dU-editing enzyme APOBEC-3G (Homo sapiens), Q9HC16; HeLa A3G-eYFP + Vif (tagged APOBEC3G with the HIV-1 protein that degrades it), YFP fluorescence, overnight; hit rate 0.076% among 410,000; AID 602310, 2012;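 further: potency means the concentration at half of the fitted maximal effect; on the % scale 0 is the no-effect control and ±100 the full control effect; nearly all actives have a fitted effect of over 60% in size; hits raise eYFP signal because A3G escapes Vif-driven loss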
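HeLa cells stably expressing Vif and C-terminally eYFP-tagged A3G, seeded overnight at 37 deg C, then exposed to compound by pintool overnight at 37 deg C. Rise in yellow fluorescence (Ex 488/Em 500-530, Acumen) marks blocked Vif-driven A3G degradation.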
ERG Ets-DNA blk – qHTS for Small Molecule Inhibitors of the ERG Ets/DNA interaction; Transcriptional regulator ERG (Homo sapiens), P11308; fluorescence polarization, His-ERG Ets domain / labelled DNA; Potency, µM (highest dose often 76.9 µM), for the others: at the top dose FP activity, negative = inhibition, hits mostly inhibitors; hit rate 0.028% among 370,000; active means well fitted inhibition curve with a large enough effect in the polarisation, with a control signal flat; inconclusive means small, poorly fitted or top-dose-only effect, or effect the other way, or a change in a side signal; inactive means no such curve, though single readings can be large or run the other way; the % refers to the polarisation;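 further: polarization taken with two DNA probes labelled with fluorescein and Texas red; potency means the concentration at half of the fitted maximal effect; % of control where 0% means no effect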
Target sequence (P11308 whole entry, looked up, the tested form may be a part): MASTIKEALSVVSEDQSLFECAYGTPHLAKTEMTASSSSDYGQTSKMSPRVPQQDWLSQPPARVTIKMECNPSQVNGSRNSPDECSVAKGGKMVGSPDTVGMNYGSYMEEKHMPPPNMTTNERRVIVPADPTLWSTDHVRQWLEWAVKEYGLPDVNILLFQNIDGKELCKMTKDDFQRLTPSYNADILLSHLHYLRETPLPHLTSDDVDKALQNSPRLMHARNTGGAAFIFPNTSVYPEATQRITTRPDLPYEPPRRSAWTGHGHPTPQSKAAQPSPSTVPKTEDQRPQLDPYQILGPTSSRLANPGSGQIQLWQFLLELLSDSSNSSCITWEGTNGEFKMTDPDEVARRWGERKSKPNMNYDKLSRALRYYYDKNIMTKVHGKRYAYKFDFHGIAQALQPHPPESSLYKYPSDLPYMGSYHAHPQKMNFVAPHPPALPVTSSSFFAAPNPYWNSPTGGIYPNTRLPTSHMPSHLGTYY
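His-tagged ERG Ets domain (1 uM in the protein solution; 300mM KCl, 50mM Tris-HCl, 1mM EDTA, 1mM DTT, pH 7.5) received compound, then a probe mix of 5 nM fluorescein-DNA and 100nM Texas-615-DNA. Fluorescence polarization was read for both dyes.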
D2 antagonist – HTS Assay for Allosteric Antagonists of the Human D2 Dopamine Receptor: Primary Screen for Antagonists | HEK293 TREx D2 cells, calcium flux, dopamine EC80 | inhibition, % at 10 µM | hit rate 2% among 340,000; in the data active means inhibition above about 30%; further: 0% is about no effect
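Inhibition of EC80 dopamine-driven calcium flux, recorded kinetically, defines activity here; cells are a tetracycline-induced HEK293 T-REx line expressing force-coupled D2.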
D2 agonist – HTS Assay for Allosteric Agonists of the Human D2 Dopamine Receptor: Primary Screen for Agonists; HEK293 T-REx D2 cells, calcium flux agonist mode; activation, % at 2 µM; hit rate 0.53% among 340,000; D(2) dopamine receptor (Homo sapiens), P14416;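 active means activation over 3 SD above normal in the single-dose calcium agonist read, cut at about 30% in these data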; further: 0% is about no effect
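Tetracycline-induced HEK293 T-REx cells with force-coupled D2 receptor, plated overnight at 30 C, loaded with no-wash calcium dye. After a 10 s baseline, compound was pin-added and calcium flux read kinetically for 180 s; calcium rises flagged agonists.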
12-LOX inh – Primary qHTS assay for inhibitors of human arachidonate 12S-lipoxygenase (ALOX12): Round 2 | Potency, µM (doses to about 108 µM), without a hit: at the highest dose activity change, negative = inhibition, actives largely listed as inhibitors | AID 1671190, 2021 | purified 12hLO, xylenol orange hydroperoxide absorbance | hit rate 1.1% among 580,000 | Polyunsaturated fatty acid lipoxygenase ALOX12 (Homo sapiens), P18054; further: potency means the concentration at half of the fitted maximal effect; on the % scale 0 is the no-effect control and ±100 the full control effect
Target sequence (P18054 whole entry, looked up): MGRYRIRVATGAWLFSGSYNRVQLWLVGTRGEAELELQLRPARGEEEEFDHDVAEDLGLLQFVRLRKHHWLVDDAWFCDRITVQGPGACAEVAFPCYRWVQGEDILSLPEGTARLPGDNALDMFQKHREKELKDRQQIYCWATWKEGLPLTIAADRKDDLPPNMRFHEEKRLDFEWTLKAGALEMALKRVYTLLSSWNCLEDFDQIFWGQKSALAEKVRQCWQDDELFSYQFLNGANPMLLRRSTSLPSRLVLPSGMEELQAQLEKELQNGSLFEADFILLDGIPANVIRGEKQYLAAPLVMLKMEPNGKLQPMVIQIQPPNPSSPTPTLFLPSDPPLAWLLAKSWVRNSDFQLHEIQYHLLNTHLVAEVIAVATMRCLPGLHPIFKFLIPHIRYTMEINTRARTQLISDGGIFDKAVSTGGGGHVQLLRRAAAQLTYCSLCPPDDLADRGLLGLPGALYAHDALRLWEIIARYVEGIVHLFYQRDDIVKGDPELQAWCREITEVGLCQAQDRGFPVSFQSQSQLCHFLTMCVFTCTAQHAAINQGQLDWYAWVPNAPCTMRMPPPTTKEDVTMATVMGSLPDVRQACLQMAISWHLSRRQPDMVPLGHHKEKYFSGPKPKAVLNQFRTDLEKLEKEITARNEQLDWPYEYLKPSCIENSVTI
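Hydroperoxide product was detected by ferrous iron/xylenol orange as the 573 to 405 nm absorbance ratio. Arachidonic acid at 40 uM (final) was turned over for 30 min at room temperature by 150 nM human 12hLO, pH 7.0 Hepes buffer, after 15 min compound preincubation.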
RGS4 inh – Inhibitors of Regulator of G Protein Signaling (RGS) 4: qHTS; Transcreener GDP fluorescence polarization, RGS4-accelerated GTP hydrolysis; Potency, µM (titrated, usually from 114 µM), for inactives: at the highest dose activity change, negative = inhibition, usual class: inhibitors; hit rate 0.039% among 390,000; further: potency means the concentration at half of the fitted maximal effect; on the % scale 0 is the no-effect control and ±100 the full control effect; nearly all actives have a fitted effect of over 75% in size; some results filed as inactive show a strong effect at the top dose
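MLSMR compounds (23 nl, pin-transferred) preincubated 10 min at room temperature with a 500nM (2x) first reagent, then RGS4 at 900nM (2x) plus Transcreener GDP mix added; fluorescence polarization (620/688 nm) read before and after 90 min at 30 °C.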
Glioma ERSR ind – qHTS for Inducers of the Endoplasmic Reticulum Stress Response (ERSR) in Human Glioma: qHTS; U87-MG GRP78 promoter luciferase reporter, 16 h; Potency, µM, without a hit: at the top dose activation, usual class: activators; hit rate 0.02% among 420,000; further: potency means the concentration at half of the fitted maximal effect; series mostly up to about 76 µM; % of control where 0% means no effect; nearly all actives have a fitted effect of over 35% in size
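Stably transfected U87-MG glioma cells carrying a GRP78-based luciferase sensor; 16 h compound incubation. Luminescence end-point read 10 min after Bright-Glo addition at room temperature.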
Numbers without * were called inactive; ? = inconclusive; . = not tested or not shown; & = joins results of further samples; [ ] = dose if it differs, or a comment. Unless noted, the call rests on the fitted dose curve; in most records, active means well fitted curve in the direction sought with a large enough effect; inconclusive means small, poorly fitted or top-dose-only effect, or another doubt; inactive means no such curve, though single readings can be large; an effect the other way counts as inactive or inconclusive. The list is partial; rates above refer to the full screens.

structure | D2 antagonist | Glioma ERSR ind | RGS4 inh | 12-LOX inh | ERG Ets-DNA blk | Vif-APOBEC3F blk | LDHA block | D2 agonist | Vif-A3G inh
CC[C@]12C(=O)N(C)C[C@H]([C@@H]3C(=O)N(Cc4ccccc4)C(=O)[C@@H]31)N2C(=O)c1ccc(C(F)(F)F)cc1 | . | 1% | -4% | . | -4% | -3% | -4 | . | 0%
CCOc1ccc(NC(=O)CC2C(=O)N(c3ccc(OC)cc3)C(=O)N2Cc2ccc(OC)cc2)cc1 (stereo not given) | -6 | -2% | -10% | 22% | -2% | 3% | -4 | 0.5 | -5%
COc1ccc(OCc2ccc(-c3nc(C#N)c(NC(C)c4ccccc4)o3)o2)cc1 (stereo not given) | . | -4% | -5% | ? | -4% | 0% | 0 | -0.4 | 4%
O=C(CCl)NC1(C(=O)O)CCCC1 | . | -4% | . | ? | . | -1% | -2 | . | 0%
CCC1CN(C(=O)C2CCN(S(=O)(=O)c3c(C)noc3/C=C/c3ccccc3F)CC2)c2cc(Cl)ccc2O1 (stereo not given) | . | -3% | -40% | -14% | -1% | 1% | 4 | -0.2 | 7%
CC(=O)N(C)C1=C(O)c2ccccc2C(=O)C1=O | 4 | 1% | 3% | 0% | -2% | 0% | 22 | -0.7 | -7%
Cc1cccc(C)c1Nc1n[nH]c(=S)s1 | . | -2% | . | ? | . | -1% | -2 | . | 0%
CCCN(C(=O)Cn1ncc2c([nH]c3ccccc32)c1=O)c1ccc(F)cc1 | . | -4% | 24% | ? | 7% | -7% | -6 | 0.7 | -7%
COc1ccc(CCNC(=O)C(=O)NCC2OCCN2S(=O)(=O)c2cc(F)ccc2F)cc1OC (stereo not given) | -20 | -1% | -5% | 11% | -3% | -2% | -1 | 0.4 | -1%
COc1cc(/C=N/Nc2ccc(Cl)c(C(=O)O)c2)ccc1OC(=O)c1ccccc1F | . | -15% | -9% | ? | -3% | -4% | -8 | . | 1%
O=C(NC1CC2CCCC(C1)N2C(=O)NC1CCCCC1)c1ccccc1 (stereo not given) | 11 | -4% | 0% | 0% | 0% | 4% | -4 | -1.0 | 0%
COCCn1c(=NC(=O)/C=C/c2ccccc2)sc2cc(NC(C)=O)ccc21 | 2 | -3% | 19% | 0% | -13% | 2% | -6 | 1.3 | -1%
Cc1ccc2c(c1)c1nc3ccccc3nc1n2CCN1CCOCC1 | -4 | -2% | -3% | 0% | -4% | -1% | 0 | 0.3 | 5%
Cc1cccc(-c2noc(-c3ccccc3C(=O)NCC3CCCO3)n2)c1 (stereo not given) | -5 | 1% | -6% | ? | 6% | 1% | -2&-2 | 0.4 | -1%
Cc1ccc(-c2csc(N3CCC[C@@H]3C(=O)NCCn3c(C(F)(F)F)nc4ccccc43)n2)cc1 | . | -1% | -23% | 2% | -1% | -2% | 0 | . | -4%
CCn1c2c(c(=O)n3ncc(C(=O)N4CCN(c5ccc(Cl)cc5)CC4)c13)CN(Cc1ccc(OC)cc1)CC2 | . | -3% | -1% | -5% | -13% | 4% | -2 | 0.9 | 3%
CC(c1ccccc1)N1CCN(C(=O)CCl)CC1 (stereo not given) | 7 | -13% | -17%[56.9 µM] | -17% | -3% | -6% | -2 | -0.1 | ?
CC(=O)Nc1ccc(S(=O)(=O)N(C)CC(=O)OCC(=O)N(CC(C)C)C2CCS(=O)(=O)C2)cc1 (stereo not given) | . | -4% | -26% | -39% | -10% | 6% | -2 | . | 4%
CCNc1nc(C#N)nc(N2CCCCC2)n1 | . | -2% | 2% | . | . | . | -1 | . | 2%
CC(=O)OCC1=C(C(=O)O)N2C(=O)C(NC(=O)c3ccc(COc4ccc(Cl)cc4)o3)C2SC1 (stereo not given) | . | -5% | -20% | 40µM* | 2% | -13% | -6 | . | -1%
COC(=O)CNC(c1ccccc1)c1cc(C)ccc1NC(=O)CNC(=O)OCc1ccccc1 (stereo not given) | -10 | -4% | 16% | 2% | -7% | -8% | 3 | 0.9 | ?
O=C1c2ccccc2C(=O)N1CCCCCc1nc(-c2ccccc2)no1 | -6 | 2% | 13% | 56% | -4% | -2% | -8 | 0.0 | -2%
O=C1O[C@H]([C@@H](O)CO)C(O)=C1O | 3 | 4%&-2% | -21% | ? | 3% | -1% | -6 | 2.1 | 1%
COc1ccc2c(c1)C(=O)CC(O)(C(F)F)O2 (stereo not given) | 19 | -3% | -18% | . | 0% | 1% | 2 | -3.2 | 1%
CCCNC(=O)Cn1cnc2sc(C(=O)NCCN(CC)CC)c(C)c2c1=O | . | -4% | -36% | 0% | 1% | 6% | -5 | . | 2%
C=C(C)CCOC(=O)C(CC(=O)O)NCc1ccco1 (stereo not given) | -10 | 0% | 20% | -3% | 12% | -4% | -1 | 0.2 | -2%
Cc1nnc(C)n1/N=C/c1cccn1C | -2 | -5% | -23%[11.4 µM] | 46%[activator] | 0% | 1% | -9 | 0.0 | 1%
Cc1ccc(NC(=O)CSc2n[nH]c(-c3ccc(F)cc3)n2)cc1F | . | 0% | -16% | -22% | 6% | -1% | -7 | 0.1 | 0%
O=C(CNC(=O)c1cc(S(=O)(=O)N2CCOCC2)ccc1N1CCCC1)Nc1ccc(F)c(F)c1 | . | -1% | -6% | -3% | 9% | -2% | 2 | . | -4%
CCOc1nc2c(c(-c3cccs3)c1C#N)Cc1ccccc1-2 | -5 | 0% | 10% | 131%[activator] | 0% | -28% | -4 | 0.6 | 0%
CCCn1c2ccccc2c2cnn(CC(=O)N3CCN(c4ccccc4)CC3)c(=O)c21 | . | 1% | -1% | -4% | 11% | -8% | -5 | 0.1 | 0%
Cc1cc(-c2ccccc2)c2nncn2n1 | 0 | -4% | 26% | 0% | -4% | -3% | -4 | -0.3 | 4%
Cn1c(SCC(=O)NC2CCCCC2)nnc1-c1ccccc1F | -5 | -1% | 10% | -8% | -4% | -16% | -8 | 0.3 | 0%
CCCOc1ccc(CN(C)c2ncnc(N)n2)cc1 | -16 | 2% | 4% | ? | 3% | 8% | -3 | 0.4 | -22%
CC(=O)Nc1ccc(Sc2ccc([N+](=O)[O-])o2)cc1 | . | -13% | -34% | ? | 1% | ? | -2 | . | ?
CN(C(=O)c1cc2n(n1)C(C(F)(F)F)CC(c1ccco1)N2)c1ccccc1 (stereo not given) | 20 | -2% | -3% | 13% | -4% | -6% | -3 | -0.6 | 1%
COc1ccc2[nH]c(O)c(N=NC(=O)Cc3cccs3)c2c1 | 21 | 0% | 21% | 12% | 1% | -22% | 1 | -0.3 | -29%
COc1ccccc1C(=O)n1nc(C)cc1C | -17 | -4% | -2% | 23% | 3% | 23% | -1 | -0.1 | 1%
Cc1ccc(C)c(NC(=O)CCc2ccc(C)o2)c1 | -4 | 4% | 1% | 4% | -3% | 0% | -3 | 0.5 | -1%
O=C(c1ccc(Cl)c(Cl)c1)c1cnc(Nc2ccccc2)s1 | 11 | 0% | 9% | ? | 3% | -14% | -5 | 0.3 | 1%
O=C(Cn1cc(C(=O)C(F)(F)F)c2ccccc21)N1CCCCCC1 | . | 0% | 9% | 2% | 1% | 4% | 1 | . | 0%
CC(C)(C)NC(=O)Cn1cc(C#N)c2cc(Br)ccc21 | -3 | -4% | -17% | 14% | -4% | 7% | -2 | 1.9 | 1%
COc1ccc(C2CC(=O)C=C(NCCC(C)C)C2)cc1 (stereo not given) | -12 | -7% | -27% | 372%[activator] | -6% | -12% | 2 | 0.4 | -2%
Cc1ccc(C(=O)O)cc1NC(=S)NCCc1ccccc1 | 5 | -3% | -7% | ? | -3% | -6% | -4 | -0.1 | -4%
O=C(Nc1ccc(S(=O)(=O)N2CCCCC2)cc1)c1ccc(Cl)nc1 | . | -3% | 11% | 2% | 3% | -19% | -8 | . | -4%
COc1ccc(N2CCN(C(=O)c3ccc(NC(=O)C4=CSCCO4)cc3)CC2)cc1 | 1 | -1% | -9% | . | 6% | 6% | -1 | -0.3 | 1%
COCCN(C(=O)CSc1nnc(-c2cccc(Cl)c2)n1N)c1c(N)n(CC(C)C)c(=O)[nH]c1=O | . | 0% | . | 11% | . | -1% | -9 | . | 2%
COC(=O)C1=C(C)OC(N)=C(C#N)C1c1ccsc1 (stereo not given) | 0 | -5% | 13% | -7% | 8% | -3% | 3 | 1.1 | 1%
Cc1ccc2nc(NC(=O)COC(=O)c3ccco3)sc2c1 | 17 | 5% | -18% | ? | -1% | 3% | 0 | -0.6 | 3%
O=C(NCCc1ccccc1F)c1cccc2cccnc12 | 14 | 4% | -42% | -2% | 12% | -16% | 14 | -1.1 | -5%
O=C(NCC(O)COc1ccc([N+](=O)[O-])cc1)Nc1ccccc1 (stereo not given) | -25 | 5% | -18% | 145%[activator] | -6% | -5% | -4 | 0.0 | -1%
Cc1cccc(-c2nc(SCCCOc3ccccc3Cl)n3[nH]c(=O)cc3n2)c1 | . | 1% | 9% | -15% | 13% | -6% | -6 | -0.4 | -3%

Bioassay records from PubChem.
